Screening data (PubChem BioAssay)
D2 agonist: D2 dopamine receptor (human) agonism; 340,000 tested, 0.53% active; P14416; HEK293 T-REx D2 cells, calcium flux agonist mode; activation, % at 2 µM;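 active = activation over 3 SD above normal in the single-dose calcium agonist read, cut at about 30% in these data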; note: 0% is about no effect
Target sequence (P14416 whole entry, looked up): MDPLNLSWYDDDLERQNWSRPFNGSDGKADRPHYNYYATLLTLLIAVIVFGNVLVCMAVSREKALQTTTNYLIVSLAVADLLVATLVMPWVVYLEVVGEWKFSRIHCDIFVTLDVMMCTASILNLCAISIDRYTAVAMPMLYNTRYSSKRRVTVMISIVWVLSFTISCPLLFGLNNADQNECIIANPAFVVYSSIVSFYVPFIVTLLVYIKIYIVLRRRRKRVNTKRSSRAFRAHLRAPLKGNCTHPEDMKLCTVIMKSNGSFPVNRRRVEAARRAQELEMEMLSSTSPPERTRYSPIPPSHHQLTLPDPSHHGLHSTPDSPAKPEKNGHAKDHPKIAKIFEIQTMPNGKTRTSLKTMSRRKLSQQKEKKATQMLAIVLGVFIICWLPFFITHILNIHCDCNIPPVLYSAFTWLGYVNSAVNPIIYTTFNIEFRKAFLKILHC
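Calcium-flux readout, 1 cycle/sec over 180 s following compound pin transfer, in inducible HEK293 Trex D2 cells (force-coupled); dopamine controls included. Positive calcium responses during this window marked compounds as potential agonists.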
D1 antagonist: human D1 dopamine receptor antagonism; activity change, negative = inhibition, % at 10 µM; HEK293 TREx D1 cells, calcium flux, dopamine EC80; stronger effect = lower value; 360,000 tested, 3.2% active; P21728; in the data active = activity change below about -30%; note: % is set by controls: 0 for no effect and ±100 for the full control effect
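Using tetracycline-induced force-coupled D1 Hek293 cells and a calcium dye, signals were followed for 180 s after compound, then for 180 s after EC80 dopamine, to detect inhibitors.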
D2 antag: antagonizes the human D2 dopamine receptor. 340,000 tested, 2% active. P14416. inhibition, % at 10 µM. HEK293 TREx D2 cells, calcium flux, dopamine EC80. AID 485344; in the data active = inhibition above about 30%; note: 0% is about no effect
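Calcium flux kinetic readout in an inducible HEK293 TREx D2 line plated overnight at 30 C. After 180 s compound exposure, an EC80 dopamine challenge follows with another 180 s kinetic read to detect antagonism.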
TRHR agonist: agonists of human TRH receptor. P34981. TRHR cells, calcium flux fluo-8, FDSS agonist mode. activation, % at 2 µM. 360,000 tested, 0.18% active. AID 493084; note: 0% is about no effect
Target sequence (P34981 whole entry, looked up): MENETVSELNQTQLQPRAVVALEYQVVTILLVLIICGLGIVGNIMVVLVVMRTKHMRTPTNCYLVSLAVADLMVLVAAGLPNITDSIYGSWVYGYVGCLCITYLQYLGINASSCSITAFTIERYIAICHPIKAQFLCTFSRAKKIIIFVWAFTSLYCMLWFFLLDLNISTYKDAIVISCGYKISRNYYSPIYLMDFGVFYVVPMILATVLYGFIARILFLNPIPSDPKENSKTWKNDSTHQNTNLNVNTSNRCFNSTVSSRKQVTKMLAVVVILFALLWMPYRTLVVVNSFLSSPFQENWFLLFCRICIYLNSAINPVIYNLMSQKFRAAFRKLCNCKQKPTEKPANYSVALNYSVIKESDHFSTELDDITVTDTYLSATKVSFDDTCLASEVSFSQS
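Fluo-8-loaded TRHR cells; 10 s baseline, compound added, kinetic Ca2+ fluorescence read 1/s, agonist mode.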
RXFP1 antagonist: blocks the human relaxin receptor RXFP1 | Q9HBX9 | HEK293-RXFP1, relaxin-stimulated cAMP HTRF, 30 min; stronger effect = lower value | activity change, negative = inhibition, % at 57.5 µM | 350,000 tested, 0.59% active | AID 1259400;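 active = activity change of -60% or lower, but not beyond a set lower limit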; note: % is set by controls: 0 for no effect and ±100 for the full control effect
D1 PAM: potentiators of human D1 dopamine receptor. HEK293 TREx D1 cells, calcium flux, dopamine EC20 potentiation. 360,000 tested, 0.036% active. P21728. AID 504651. potentiation, % at 10 µM; in the data active = potentiation above about 30%; note: 0% is about no effect
TRHR enhancer: allosteric enhancers of human TRH receptor | P34981 | TRHR cells, fluo-8 calcium fluorescence, EC20 TRH enhancement | enhancement, % at 2 µM | 360,000 tested, 0.66% active; in the data active = enhancement above about 30%; note: 0% is about no effect
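Enhancer read-out: after compound pinning and an initial kinetic agonist-mode read, an EC20 of TRH (10 nM final) was injected and fluo-8 calcium signal (Ex 480/Em 530) followed at 1 s/cycle for 100 cycles in TRHR-expressing cells.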
D1 ag: activates the human D1 dopamine receptor; activation, % at 2 µM; P21728; 360,000 tested, 1% active; HEK293 T-REx D1 cells, calcium flux, agonist mode; note: 0% is about no effect
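Agonism was scored from calcium flux recorded over 180 s (1 read/s) after pintool compound addition, following a 10-cycle baseline. Cells were inducible force-coupled HEK293 TREx D1, plated overnight at 30 C and loaded with no-wash calcium dye.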
D2 PAM: D2 dopamine receptor (human) potentiation | P14416 | HEK293 T-REx D2, calcium flux, EC20 dopamine potentiation | potentiation, % at 10 µM | 340,000 tested, 0.34% active | AID 485347;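 active = potentiation over 3 SD above the plate norm, cut at about 30% in these data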; note: 0% is about no effect
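Tetracycline-induced Hek293 Trex D2 cells, force-coupled to calcium, loaded with no-wash calcium dye. Compound added with 180 s kinetic read for agonism, then EC20 dopamine and a further 180 s read for potentiation.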
Numbers without * were called inactive; · = not tested or not shown; & = joins results of further samples. Cut-off read from the data, not from the text of the source, unless noted: active = activation above about 30%; inactive = the rest.

SMILES	D2 agonist	D1 antagonist	D2 antag	TRHR agonist	RXFP1 antagonist	D1 PAM	TRHR enhancer	D1 ag	D2 PAM
COc1ccc(N=c2sc3ccccc3n2C)cc1	0.5	·	3	-0.1	-6	-1	28	3	6
CN1CCc2c(OCC(=O)NC3CCCCC3)cccc2C1=O	-0.1	11	-1	0.6	-6	-2	23	2	-1
COc1ccc(CN2CCN(c3ccccc3OC)CC2)cc1OC	0.7	15	66*	0.2	0	-7	1	-1	-33
CCOC(=O)[C@@H]1C(c2c(OC)cc(OC)cc2OC)=NO[C@@H]1C(=O)OCC	1.0	-6	-1	0.1	-11	-5	-1	2	14
CCOC(=O)c1ccc(NC(=O)Nc2cccc(C)n2)cc1	·	7	·	1.9	-2	-2	-2	2	4
COc1ccc(-c2ccc(C#N)c(SCC(=O)NCc3ccco3)n2)cc1OC	-2.1	-15	9	-1.1	-14	5	7	1	6
COC(=O)c1c(NC(=O)COC(=O)CCNS(=O)(=O)c2ccccc2)sc(C)c1C	-0.9	-4	-19	-1.5	-9	3	7	2	1
CCOC(=O)N1CCN(C(=O)CN(c2ccc(Oc3ccccc3)cc2)S(C)(=O)=O)CC1	0.2	8	3	0.0	6	5	1	8	-1
COc1cc(C(=O)NC(C)c2ccc3ccccc3c2)cc(Cl)c1O (configuration not stated)	0.3	2	10	0.2	-9	-6	-4	3	-3
O=C(Nc1ncc(S(=O)(=O)c2ccc([N+](=O)[O-])cc2)s1)c1cccc2ccccc12	26	-4	9	5.0	-6	9	-3	56*	-3
Cc1ccc(CN(Cc2ccco2)C(=O)COc2ccc(Cl)cc2)o1	-0.1	-7	·	-1.3	-69*	-2	-4	3	-6
Cc1cc(C)cc(NC(=O)NCC(O)COc2ccc([N+](=O)[O-])cc2)c1 (configuration not stated)	-2.4	-4	38*	-1.0	-1	-2	-2	11	-19
Cc1ccccc1-n1c(-c2ccncc2)n[nH]c1=S	2.0	-14	17	0.6	-16	-5	1	2	8
Cc1nc(N2CCCC2)ncc1C(=O)NCc1ccccc1Cl	1.1	-4	·	-0.6	-7	-1	0	0	2
O=C(CSc1nc2scc(-c3ccccc3)c2c(=O)[nH]1)N1CCOCC1	-0.1	-4	11	-0.2	-7	-5	10	1	10
CCN(CC)C(=O)CSc1nc2cc3c(cc2c(=O)n1Cc1ccco1)OCO3	-1.4	-5	-6	-0.7	-23	1	7	2	-4
Cc1ccc(C(C)NC(=O)c2ccco2)cc1 (configuration not stated)	·	-4	·	0.0	14	0	1	1	·
C=CC[n+]1c(-c2ccc(C)cc2)csc1Nc1ccc(NC(C)=O)cc1	-0.1	-47*	12	-0.1	-6	-14	-1	5	-5
Cc1ccc(S(=O)(=O)N2CCC(=O)N(CCOC(=O)NCc3ccccc3)CC2)cc1	-0.7	18	-2	-0.5	·	-4	-1	-4	3
COc1ccc(S(=O)(=O)N2CCCCC2)cc1NC(=O)c1ccc(Cl)nc1	0.3	-8	-7	0.2	-2	-11	0	1	7
CC(NC(=O)/C(C#N)=C/c1ccco1)c1ccccc1 (configuration not stated)	-0.4	-21	5	-0.3	-22	2	3	0	-7
CCOC(=O)C1CCN(C(=O)CN2C(=O)C(CC)Oc3ccccc32)CC1 (configuration not stated)	-0.5	12	-11	0.5	-29	1	-1	5	9
CCOc1ccc(CNC(=O)Nc2ccc3c(c2)N(C)C(=O)c2ccccc2S3)cc1	-0.6	9	·	0.3	14	-1	-2	5	-8
O=C(CSc1nnc2ccccn12)Nc1ccccc1C(=O)O	0.2	1	-1	0.5	-10	-1	-5	1	·
CCCCC(=O)Nc1nc2c(OC)cc([N+](=O)[O-])cc2s1	0.2	-34*	3	0.2	1	-8	-3	2	-1

Copied from the list:
D2 antag, CCOC(=O)C1CCN(C(=O)CN2C(=O)C(CC)Oc3ccccc32)CC1 (configuration not stated) → -11
RXFP1 antagonist, COc1ccc(CN2CCN(c3ccccc3OC)CC2)cc1OC → 0
TRHR agonist, COc1ccc(S(=O)(=O)N2CCCCC2)cc1NC(=O)c1ccc(Cl)nc1 → 0.2
D2 PAM, COc1ccc(-c2ccc(C#N)c(SCC(=O)NCc3ccco3)n2)cc1OC → 6
TRHR enhancer, Cc1ccc(S(=O)(=O)N2CCC(=O)N(CCOC(=O)NCc3ccccc3)CC2)cc1 → -1
TRHR agonist, Cc1ccccc1-n1c(-c2ccncc2)n[nH]c1=S → 0.6

Other results follow.
SMILES	D2 agonist	D1 antagonist	D2 antag	TRHR agonist	RXFP1 antagonist	D1 PAM	TRHR enhancer	D1 ag	D2 PAM
COc1ccc(CNC(=O)c2nnn(CC(=O)Nc3cc(C)cc(C)c3)c2N)cc1	0.7&-0.8	24&-2	0	0.0&0.8	-4	0&6	1&1	0&-1	2&-4
CSc1nc(-c2ccccc2)[nH]c(=S)c1C(C)=O	0.0	0	-16	1.5	8	0	-5	2	-10
COc1ccc(NC(=O)CC2C(=O)NCCN2C(=O)c2ccccc2)cc1 (configuration not stated)	-0.3	-5	-15	-0.3	-17	-7	0	3	-7
CC1(C)CN(c2ccc(-c3ccnc4ncnn34)cc2)C1=O	-0.1	15	-23	0.5	10	-5	7	3	3
O=C1C=C(O)CC(c2ccc(Cl)cc2)C1 (configuration not stated)	1.4	-17	-8	0.2	-19	-4	0	8	4
C/C(=N\NC(=O)c1cc(C2CC2)nc2ccccc12)c1ccc(C)s1	-1.2	17	-33	0.8	9	-3	-10	4	-7
COC(=O)Cn1c2c(c3cc(C)ccc31)CCCC2	0.0	3	-5	0.1	-6	-1	7	0	13
Cc1ccc2ccccc2[n+]1CCCS(=O)(=O)[O-]	0.5	-1	5	0.0	0	1	2	3	-8
COc1cc(/C=N/Nc2ccc(F)cc2F)cc(OC)c1OC	-0.5	8	12	-0.5	-11	-4	-1	3	-7
CC1CCCCN1C(=O)COC(=O)c1cc([N+](=O)[O-])ccc1N (configuration not stated)	0.0	-9	1	-0.2	-1	-3	5	1	-9
Cc1ccc(C2C3C(=O)N(c4ccc(C)cc4)C(=O)C3N3CCCN23)cc1 (configuration not stated)	-2.3	-7	2	-1.2	-8	0	10	1	6
O=C(O)c1cc(/C=N\O)ccc1OCc1ccccc1	·	-8	·	-1.0	6	-12	2	5	·
Cc1cnc(NC(=O)c2c(O)c3cccc4c3n(c2=O)CCC4)s1	-0.5	-1	17	0.7	·	-1	-3	1	-5
CCCCCCN(C(=O)CCCCCN1C(=O)NC(c2ccccc2)C(C(=O)OCc2ccccc2)=C1C)C(C(=O)NCCCC)c1ccc(OCC(=O)OC)c(C(=O)OC)c1 (configuration not stated)	0.1	-54*	12	-0.2	·	-5	2	38*	-11
O=C(COC(=O)c1ccc(Oc2ccccc2)cc1)Nc1nnc(-c2ccccc2)o1	0.3	2	-6	0.3	-76*	2	7	-1	12
CCCc1cc2c(-c3ccccc3)cc(=O)oc2cc1OCc1ccc(C(=O)O)o1	4.4	-20	19	-1.1	-23	1	0	5	-5
Cc1nn2c(=O)cc(COC(=O)c3cccc(NC(=O)COc4ccc(C)c(C)c4)c3)nc2s1	5.3	-1	·	0.6	-9	0	-4	1	·
COC(=O)c1cc2sccc2n1Cc1ccccc1	-0.6	0	·	-0.3	-31	-5	-4	12	12
COc1ccc(NC(=O)/C(=C/c2cccs2)NC(=O)c2ccco2)cc1	-0.4	-12	-3	0.5	-14	-2	-6	0	2
CN(C)S(=O)(=O)c1ccc(C(=O)OCC(=O)Nc2ccc(OC(F)F)cc2)cc1	-0.2	-17	-7	0.0	-4	1	7	3	-4
Cc1nc(-c2ccccc2)nc(-c2ccccc2)n1	0.0	10	11	-0.3	·	3	1	0	-1
O=C(Oc1cc(-c2ccccc2)no1)c1ccc(Cl)cc1	-0.6	8	13	-0.5	4	-5	-9	1	3
O=C(Nc1nc2nc(-c3ccccc3)cc(=O)n2[nH]1)c1ccc(Cl)cc1	-0.6	-11	·	1.5	14	-1	6	0	-5
COc1cccc(/C=N/NC(=O)Cn2cnc3c2c(=O)n(C)c(=O)n3C)c1OC	-0.3	-3	-4	-0.1	-4	3	-3	1	-16
O=C1c2sc3nc4n(c(=O)c3c2CCC1Br)CCCCC4 (configuration not stated)	-0.6	-13	-9	0.6	-11	1	3	0	12

Gathered by group: the entries above containing a cyano group (two)
SMILES	D2 agonist	D1 antagonist	D2 antag	TRHR agonist	RXFP1 antagonist	D1 PAM	TRHR enhancer	D1 ag	D2 PAM
COc1ccc(-c2ccc(C#N)c(SCC(=O)NCc3ccco3)n2)cc1OC	-2.1	-15	9	-1.1	-14	5	7	1	6
CC(NC(=O)/C(C#N)=C/c1ccco1)c1ccccc1 (configuration not stated)	-0.4	-21	5	-0.3	-22	2	3	0	-7

Following part:
SMILES	D2 agonist	D1 antagonist	D2 antag	TRHR agonist	RXFP1 antagonist	D1 PAM	TRHR enhancer	D1 ag	D2 PAM
CCn1c(=O)c(C(=O)NCCc2ccc(Cl)cc2)c(O)c2ccccc21	0.8	-12	16	1.1	1	-12	-6	14	5
COc1ccc(N2CCN(C(=O)c3ccc4c(=O)n(CCc5ccc(OC)c(OC)c5)c(=O)[nH]c4c3)CC2)cc1	-1.7&-0.1	16&-19	0	-1.3&-0.3	-9&-6	2&-4	-8&-3	1&-1	3&-5
Cn1c(N)c(C(=O)COC(=O)COc2ccc(Cl)cc2)c(=O)n(C)c1=O	0.2	-18	20	0.4	-9	-9	4	7	14
Cc1ccccc1CS(=O)(=O)c1ncc(Cl)c(C(=O)Nc2ccc(F)cc2)n1	-0.5	-2	6	0.5	-104*	-7	-29	3	6
CC(=O)NCCCc1nc2ccccc2n1Cc1cc(C)ccc1C	-0.4	19	-5	-0.3	-7	-2	0	1	-2
Cc1cccc(CN2C(=O)CC(c3ccc(Cl)cc3)c3c(C)nn(-c4nc(C)cc(C)n4)c32)c1 (configuration not stated)	7.0	0	·	0.2	-3	0	-2	0	-8
CCN(CCO)C(=O)c1ccc2nc(Cc3cccc(Cl)c3)oc2c1	-0.6	-1	7	0.3	10	-3	1	1	4
CC(NC(=O)c1cc(F)c(F)cc1Cl)c1ccncc1 (configuration not stated)	0.4	4	-2	0.3	4	-3	0	1	-7
Cc1ccc(-c2nc(=S)c3c(n2Cc2ccco2)CC(C)(C)OC3)cc1	1.2	17	6	-0.7	-11	-1	-12	0	12
COC(=O)Cc1ccc(NC(=O)c2ccc3c(c2)C(=O)N(CC2CCCO2)C3=O)cc1 (configuration not stated)	1.4	-3	3	1.4	-11	-9	-3	8	-2
CC1(C)CC(=O)C([N+](=O)[O-])=C(NCCCO)C1	-0.8	6	-21	-1.1	-5	-4	3	1	-4
Cc1nc2ccccc2c2oc(C(=O)NCC3COc4ccccc4O3)cc12 (configuration not stated)	-2.0	-9	1	0.3	-84*	-2	-6	5	-14
CC(CNC(=O)c1ccc2c(c1)OCO2)c1ccc([N+](=O)[O-])cc1 (configuration not stated)	·	-12	·	-1.2	-13	-6	23	7	·
CC(C)OC(=O)/C(=C\c1cccc2ccccc12)NC(=O)c1ccccc1	-0.1	-3	-15	0.2	-7	-7	8	1	-2
OC(COCC(F)(F)C(F)(F)C(F)(F)C(F)F)Cn1c2ccc(Cl)cc2c2cc(Cl)ccc21 (configuration not stated)	5.1	9	0	2.7	-6	3	24	8	24
CCCCCCCCNc1nc(Cl)nc(NCc2ccco2)n1	0.0	6	-10	0.7	-4	-2	5	4	3

Rows were taken by chance; overall some 7.1% were active at least once.
